AGP1-GFP MLPCN: alters AGP1-GFP fluorescence in TOR pathway yeast screen; S. cerevisiae AGP1-GFP multiplex flow cytometry, 3 h; GFP as percent of DMSO wells; GFP response vs DMSO, % at 10 µM; 320,000 tested, 0.02% active; AID 2066;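 active = GFP response relative to DMSO above a set limit, near screen average plus 3 SD, cut at about 150% in these data; inconclusive = fewer than 70 cells counted for the yeast strain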;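 note: median GFP channel fluorescence of the gated AGP1 strain per well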
MEX-5 binding: C. elegans MEX-5 TCR-2 RNA binding activity; MEX-5/FITC-TCR2 RNA binding, fluorescence polarization; active compounds read low; activity score (negative = inhibition of binding), % at 10 µM; 300,000 tested, 0.38% active;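 active = inhibition past about -25% in most replicates, and total fluorescence under double the plate's negative control median, limit read from the data; inconclusive = replicates evenly split on the limit, or fluorescence at least double controls; inactive = too little inhibition in most replicates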;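 note: 0% = DMSO and -100% = 5 µM competing unlabeled TCR2 RNA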
MCL1-BIM inh: disrupts human MCL1 binding to BIM-BH3 peptide; Q07820; GST-MCL1 / FITC-Bim-BH3 fluorescence polarization; inhibition, % at 10.9 µM; 320,000 tested, 0.68% active; AID 2057;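 active = inhibition above the mean inhibition of all tested compounds plus 3 SD, set per campaign, cut at about 40% in these data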;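 note: 0% = DMSO wells and 100% = unlabeled Bim-BH3 peptide control; higher means more loss of mP so more displacement of Bim peptide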
GLD-1 TGE inh: GLD-1-TGE RNA interaction inhibition (C. elegans). Q17339. purified GLD-1 + fluorescein TGE RNA, fluorescence polarization. inhibition, % at 5.96 µM. 320,000 tested, 0.44% active;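 active = percent inhibition above a per-plate cutoff, the plate mean of test compounds plus 3 SD, cut at about 30% in these data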;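 note: 0% = DMSO wells with GLD-1 and probe and 100% = wells lacking GLD-1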
CIT2-GFP yeast: modulators of TOR pathway CIT2-GFP in S. cerevisiae | S. cerevisiae CIT2-GFP strain, flow cytometry, 3 h; 100 means same as DMSO wells | GFP response vs DMSO, % at 10 µM | AID 2029 | 320,000 tested, 0.065% active;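 active = GFP response relative to DMSO above a set limit, near the screen mean plus 3 SD, cut at about 150% in these data; inconclusive = Fewer than 70 cells measured for a yeast strain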;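 note: ratio of well median GFP fluorescence to mean of DMSO wells on the plate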
VLA-4 inh: inhibition in a human VLA-4 binding assay; P13612; VLA-4 expressing cells, ligand binding flow cytometry; inhibition, % (about 7 µM as worked out from the volumes in the protocol); 330,000 tested, 0.2% active; in the data active = inhibition above about 50%
Target sequence (P13612 whole entry, looked up): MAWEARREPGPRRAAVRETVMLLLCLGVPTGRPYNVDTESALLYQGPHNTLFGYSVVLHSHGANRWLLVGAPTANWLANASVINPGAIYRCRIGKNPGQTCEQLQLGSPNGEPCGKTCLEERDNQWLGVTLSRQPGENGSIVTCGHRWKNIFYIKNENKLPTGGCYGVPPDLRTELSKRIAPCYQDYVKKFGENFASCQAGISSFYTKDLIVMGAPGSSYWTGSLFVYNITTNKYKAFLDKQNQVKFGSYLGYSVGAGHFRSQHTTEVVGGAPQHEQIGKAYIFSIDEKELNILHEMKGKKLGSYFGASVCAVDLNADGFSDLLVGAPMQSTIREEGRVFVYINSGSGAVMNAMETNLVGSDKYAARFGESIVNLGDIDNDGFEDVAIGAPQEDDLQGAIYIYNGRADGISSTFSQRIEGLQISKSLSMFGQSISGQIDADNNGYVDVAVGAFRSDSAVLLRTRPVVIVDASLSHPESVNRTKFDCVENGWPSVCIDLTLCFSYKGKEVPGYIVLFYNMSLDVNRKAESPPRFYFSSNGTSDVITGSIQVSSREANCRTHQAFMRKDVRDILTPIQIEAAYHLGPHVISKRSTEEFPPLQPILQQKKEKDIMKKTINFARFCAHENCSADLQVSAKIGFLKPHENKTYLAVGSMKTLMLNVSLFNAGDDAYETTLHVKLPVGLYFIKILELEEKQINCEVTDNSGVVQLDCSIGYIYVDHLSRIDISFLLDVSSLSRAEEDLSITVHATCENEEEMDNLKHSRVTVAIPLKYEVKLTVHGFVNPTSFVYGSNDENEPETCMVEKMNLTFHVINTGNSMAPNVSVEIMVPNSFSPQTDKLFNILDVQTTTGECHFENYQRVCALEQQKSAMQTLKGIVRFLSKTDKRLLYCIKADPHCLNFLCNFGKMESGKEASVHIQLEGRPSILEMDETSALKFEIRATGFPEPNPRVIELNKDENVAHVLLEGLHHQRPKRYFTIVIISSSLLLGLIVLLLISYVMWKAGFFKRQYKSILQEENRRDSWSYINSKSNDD
Fam108B inh: blocks mouse Fam108B hydrolase in RBBP9 counter-screen; recombinant Fam108B, FP-Rh probe fluorescence polarization; inhibition, % at 9.51 µM; 300,000 tested, 0.33% active; AID 1947;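 active = inhibition above the screen mean inhibition plus 3 SD, computed separately per campaign, cut at about 18% in these data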;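 note: inhibitors lower polarization as less probe binds the enzyme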
BCLXL inh: blocks human Bcl-xL binding to Bim BH3 peptide | inhibition, % at 10.9 µM | 320,000 tested, 0.7% active | AID 2129 | GST-Bcl-xL / FITC-Bim BH3 peptide fluorescence polarization | Q07817;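 active = inhibition above the mean of all tested compounds plus 3 SD, cutoff set per campaign, cut at about 30% in these data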;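 note: 0% = DMSO wells and 100% = unlabeled Bim-BH3 peptide competitor; inhibitors lower millipolarization by displacing the labeled peptide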
GRK2 aptamer HTS: inhibitors of human GRK2 displacing RNA aptamer; AID 488847; P25098; 330,000 tested, 0.59% active; bead flow cytometry, FAM-aptamer displacement from GRK2; inhibition of aptamer binding, % at 10 µM;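 active = inhibition of aptamer binding above 40%, roughly 3 SD of noise, on plates passing a quality check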;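 note: median bead fluorescence of bound FAM aptamer so fluorescent compounds give negative values; no value below 0 was filed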
Numbers without * were called inactive; u = inconclusive; x = no result given.

No.	Compound	AGP1-GFP MLPCN	MEX-5 binding	MCL1-BIM inh	GLD-1 TGE inh	CIT2-GFP yeast
1	Cc1nc(NCC2CCCO2)c2nnn(Cc3ccccc3Cl)c2n1 (centres undefined)	u	-0.9	9	5	u
2	Cc1nc(CS(=O)c2ccc(Cl)cc2)cc(NCc2ccc(Cl)cc2Cl)n1 (centres undefined)	104	-2.4	-9	-7	94
3	CC(OC(=O)c1ccco1)C(=O)Nc1ccc(Cl)cn1 (centres undefined)	105	0.1	-2	2	92
4	O=C(c1cccnc1)N1CCN(S(=O)(=O)c2cccs2)CC1	94	-2.9	-7	-1	93
5	Cc1ccc(Cc2cnc(NC(=O)CN3CCOCC3)s2)cc1Cl	102	0.5	4	11	102
6	CCN1/C(=C\C=C(C(C)=O)C(C)=O)Sc2ccccc21	96	u	-182	-241	104
7	C/C(=N\n1cnnc1)c1ccc(C#N)cc1	103	0.0	6	9	96
8	CC1(OC(=O)c2ccc(Cl)nc2)C(=O)C=C2C=C3CCCN3C=C2C1=O (centres undefined)	78	x	26	12	65
9	COc1cc(C(=O)N/N=C/c2ccc(OC(=O)N3CCOCC3)cc2)cc(OC)c1OC	98	-0.3	5	1	99
10	CC(C)(C)C(=O)NNc1nc(-c2ccccc2)c2cc(Br)ccc2n1	97	-0.1	8	5	95
11	CCOC(=O)Nc1cccc(OCC(=O)Nc2ccccc2OCC)c1	97	-1.1	3	12	98
12	CCOc1cc(NC2CS(=O)(=O)CC2O)c(OCC)cc1NC(=O)c1ccccc1 (centres undefined)	100	-1.8	10	2	97
13	Cc1ccc2c(C(=O)CN3CCN(C(=O)c4ccco4)CC3)c(C)[nH]c2c1	95	2.2	2	1	97
14	O=C(Nc1cccc(NC(=O)c2ccco2)c1)c1ccccc1	86	-2.3	-4	-2	94
15	Brc1cccc(-c2nnc3sc(CNCc4ccco4)cn23)c1	99	3.6	-1	-1	100

No.	VLA-4 inh	Fam108B inh	BCLXL inh	GRK2 aptamer HTS
1	4	4	2	0
2	0	1	3	0
3	0	1	0	1
4	1	-4	-2	0
5	12	-2	2	16
6	-5	-2	-133	1
7	2	-1	7	2
8	41	4	13	4
9	0	-2	11	0
10	12	-2	3	0
11	9	2	3	2
12	6	4	14	0
13	-8	1	4	0
14	-6	1	2	0
15	-10	-3	6	0

Whole records, looked up by structure:
Cc1ccc2c(C(=O)CN3CCN(C(=O)c4ccco4)CC3)c(C)[nH]c2c1 is listed as AGP1-GFP MLPCN: 95; MEX-5 binding: 2.2; MCL1-BIM inh: 2; GLD-1 TGE inh: 1; CIT2-GFP yeast: 97; VLA-4 inh: -8; Fam108B inh: 1; BCLXL inh: 4; GRK2 aptamer HTS: 0
CCN1/C(=C\C=C(C(C)=O)C(C)=O)Sc2ccccc21 is listed as AGP1-GFP MLPCN: 96; MEX-5 binding: u; MCL1-BIM inh: -182; GLD-1 TGE inh: -241; CIT2-GFP yeast: 104; VLA-4 inh: -5; Fam108B inh: -2; BCLXL inh: -133; GRK2 aptamer HTS: 1

(listing goes on)
No.	Compound	AGP1-GFP MLPCN	MEX-5 binding	MCL1-BIM inh	GLD-1 TGE inh	CIT2-GFP yeast
16	Cn1c(=O)c2c(nc(Br)n2CC(=O)C23CC4CC(CC(C4)C2)C3)n(C)c1=O	101	2.1	5	5	100
17	CC(C)N(C(=O)CSc1nnc(CNc2ccc(F)cc2)o1)C(C)C	87	2.3	9	-1	80
18	COc1ccccc1CC(=O)O/N=C(\N)c1ccccn1	101	-1.5	2	-2	96
19	Cc1ccc(S(=O)(=O)C2(C(=O)Nc3cccnc3)CC2)cc1	96	2.4	4	-1	91
20	CN(C(=O)/C=C/c1cnc2ccccc2c1)C1CCCCC1	94	-0.6	-7	-6	94
21	CSc1c(C#N)c(N)nc2sc(C(=O)c3ccccc3)c(N)c12	118	u	58*	33*	108
22	COc1cccc(-c2cc3c(=O)n(-c4ccccc4)c(=S)[nH]c3s2)c1	93	-0.2	6	0	75
23	N#Cc1c(NC(=O)CSc2ccccn2)oc(-c2ccccc2)c1-c1ccccc1	95	0.3	2	-4	100
24	CCCOc1ccc(N2C(=O)CC(N3CCN(c4ccccc4F)CC3)C2=O)cc1 (centres undefined)	102	1.3	-2	12	91
25	C=CCCO[C@@H]1O[C@@H](C)[C@H](O)C[C@H]1O	92	x	2	-9	89
26	Cc1ccc(C(=O)CC(=O)c2ccc(C(C)(C)C)cc2)cc1	99	0.2	10	3	105
27	CN1CCN(NC(=O)c2cc(-c3ccc(Cl)s3)nc3ccccc23)CC1	88	1.3	2	-5	87
28	CC(C)(C)C1=CC=C(C(C)(C)C)C(=O)C1=O	92	0.1	10	-15	95
29	Cc1cc(C(=O)NCCc2ccc(Cl)cc2)c2ccccc2n1	90	2.3	3	1	91
30	Cc1sc2ncnc(NCCc3ccc(S(N)(=O)=O)cc3)c2c1C	91	-0.6	-2	-1	103

No.	VLA-4 inh	Fam108B inh	BCLXL inh	GRK2 aptamer HTS
16	12	-3	3	3
17	-1	0	3	1
18	-7	6	2	3
19	29	1	4	0
20	39	-1	-6	0
21	-18	-5	51*	4
22	-6	-2	5	0
23	14	3	3	0
24	-2	-1	0	3
25	0	x	2	0
26	-2	1	6	0
27	3	-1	0	0
28	9	6	5	0
29	-6	3	4	0
30	10	2	-1	1

Other structures follow:
No.	Compound	AGP1-GFP MLPCN	MEX-5 binding	MCL1-BIM inh	GLD-1 TGE inh	CIT2-GFP yeast
31	Cc1ccc(S(=O)(=O)N2CCN(C(=O)CSc3cc(C)ccc3C)CC2)c(C)c1	91	2.5	x	x	96
32	CCOc1ccccc1CNC(=O)c1ccc(NC(=O)C2=C(C)OCCS2)cc1	107	-2.1	4	0	110
33	COc1ccc(S(=O)(=O)N2CCC(C(=O)N[C@@H](C)C(=O)NCc3ccc(F)cc3)CC2)cc1	105	2.3	7	-4	104
34	COc1ccc(C(=O)O)cc1S(=O)(=O)NC(C)(C)C	112	-0.3	3	-5	110
35	COc1ccc(OC)c(-n2cnnn2)c1	104	1.1	12	5	86
36	COc1cc(CNC2CCCC2)cc(Br)c1OCC(=O)Nc1ccccc1C	96	1.7	4	6	102
37	O=C(NCCS(=O)(=O)NCCCc1ccccc1)c1ccccc1	110	5.5	2	0	104
38	CC(C)(C)CC(C)(C)NC1=CC(=O)OC12CCCCC2	99	-2.9	4	1	105
39	Cc1cc(=O)n(CC(=O)NCCN2CCOCC2)c2c1c(C)nn2-c1ccccc1	105	2.1	3	0	107
40	CCOc1ccc(CCNC(=O)CS(=O)(=O)Cc2nc(-c3cccc(OC)c3)oc2C)cc1	97	-3.3	-5	-6	97
41	COc1ccc(-c2c(-c3ccc(OCC(=O)NN)cc3O)n[nH]c2C(F)(F)F)cc1	x	1.9	2	6	x
42	COc1cccc(NC(=O)[C@@H]2CCCN2S(=O)(=O)c2cccc3cccnc23)c1	73	x	2	-9	86
43	Cc1cccc(C(=O)NNC(=O)Nc2ccccc2)c1	103	-0.5	-1	-3	103
44	COc1cccc(-c2nnc(SCC(=O)Nc3ccc4c(c3)OCCO4)n2Cc2ccco2)c1	104	2.5	-8	3	113
45	CCc1nnc(NC(=O)CN2CCN(Cc3ccccc3Cl)CC2)s1	98	1.4	7	8	101

No.	VLA-4 inh	Fam108B inh	BCLXL inh	GRK2 aptamer HTS
31	-7	x	x	0
32	8	2	2	2
33	3	2	8	2
34	-2	2	4	1
35	-3	-1	6	1
36	-4	6	4	0
37	4	5	-3	0
38	20	-7	1	0
39	0	-1	2	1
40	12	0	0	0
41	-3	-10	2	0
42	15	-1	1	3
43	14	0	4	0
44	-4	12	-12	0
45	6	0	2	0

Going on with the list.
No.	Compound	AGP1-GFP MLPCN	MEX-5 binding	MCL1-BIM inh	GLD-1 TGE inh	CIT2-GFP yeast
46	Cc1ccc(C(=O)N/C(=C/c2ccc(C(C)C)cc2)C(=O)NCCCN2CCOCC2)cc1	106	2.1	1	-6	94
47	O=C(N/N=C/c1c[nH]c2ccc(Br)cc12)c1ccccn1	85	1.4	13	-2	80
48	CCOC(=O)C1=C(CN2CCN(C(=O)c3ccco3)CC2)NC(=O)NC1c1ccc(C)cc1 (centres undefined)	91	-0.9	0	-9	94
49	CC1(NC(=O)c2cc(Cl)nc3ccccc23)CCS(=O)(=O)C1 (centres undefined)	98	x	-1	-1	84
50	S=c1[nH]c(-c2cccs2)cn1-c1ccccc1	98	-2.9	-11	2	100
51	O=C(c1ccc(C(=O)N2CCCc3ccccc32)nc1)N1CCCc2ccccc21	80	-1.7	-5	-5	67
52	COC(=O)C1C(=O)c2c([nH]c(C(=O)OC3CCCC3)c2C)CC1C (centres undefined)	u	0.3	-8	-6	u
53	CCCCNc1c(-c2cccc(SC3CCCCC3)c2)nc2ccc(Cl)cn12	93	-1.2	-11	-4	95
54	O=C(Cn1cnc2c(cnn2-c2ccccc2)c1=O)c1ccc(Cl)cc1	98	-0.6	5	5	93
55	Cc1noc(C)c1COc1ccccc1C(=O)N1CCN(S(=O)(=O)c2ccccc2C(F)(F)F)CC1	100	2.1	-3	2	101
56	O=C(Nc1nc(-c2ccc(F)cc2)cs1)c1ccc(N2C(=O)CCC2=O)cc1	98	0.0	8	2	96
57	COC(=O)C[C@H]1c2cc(C(F)(F)F)ccc2S(=O)(=O)N1C1CCCCC1	90	3.1	5	1	96
58	COc1nc(NC2CCCCC2)nc(N2CCCCCC2)n1	110	-3.7	-3	-1	114
59	C#CCOCCOCCOCCNc1nc(N2CCN(C(=O)C([C@@H](C)CC)n3cc(C(N)CO)nn3)CC2)nc(N2CCN(C(=O)C([C@@H](C)CC)n3cc(C(N)COC(=O)C(F)(F)F)nn3)CC2)n1 (some centres undefined)	98	-0.3	3	-5	87
60	CCN(CC)S(=O)(=O)c1ccc(C(=O)OCC(=O)Nc2ccc(-c3nc4ccc(C)cc4s3)cc2)cc1	92	0.4	3	-2	100

No.	VLA-4 inh	Fam108B inh	BCLXL inh	GRK2 aptamer HTS
46	-3	-1	-3	0
47	-11	0	5	0
48	-8	-1	6	1
49	1	x	-5	3
50	8	-4	-5	0
51	17	6	-3	2
52	-1	0	1	3
53	-4	6	5	0
54	1	-3	2	0
55	-1	3	-1	0
56	28	0	7	4
57	3	-6	2	0
58	0	-5	6	1
59	-6	1	6	0
60	17	-4	4	1

Ordered by heavy-atom count (smallest number first): some entries from above.
No.	Compound	AGP1-GFP MLPCN	MEX-5 binding	MCL1-BIM inh	GLD-1 TGE inh	CIT2-GFP yeast
51	O=C(c1ccc(C(=O)N2CCCc3ccccc32)nc1)N1CCCc2ccccc21	80	-1.7	-5	-5	67
48	CCOC(=O)C1=C(CN2CCN(C(=O)c3ccco3)CC2)NC(=O)NC1c1ccc(C)cc1 (centres undefined)	91	-0.9	0	-9	94
55	Cc1noc(C)c1COc1ccccc1C(=O)N1CCN(S(=O)(=O)c2ccccc2C(F)(F)F)CC1	100	2.1	-3	2	101

No.	VLA-4 inh	Fam108B inh	BCLXL inh	GRK2 aptamer HTS
51	17	6	-3	2
48	-8	-1	6	1
55	-1	3	-1	0

Source: PubChem (several laboratories)
